# PAX8 reporter = lowers PAX8-driven luciferase in RMG-I cells; RMG-I TPO-luciferase reporter, SteadyGlo, 24 h; inhibition, % at 12.6 µM; 360,000 compounds, 1.2% hits;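 active = mean replicate inhibition at least 60% with every replicate also reaching 60%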;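 note: luciferase light reporting Pax8 driven TPO promoter activity; plate controls were median of neutral control wells for no effect and mitoxantrone controls for full effect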
# FN deposition inh = fibronectin deposition inhibition; AH1F fibroblasts, Alexa488-fibronectin deposition fluorescence, overnight; inhibition, % at 12.6 µM; 350,000 compounds, 0.086% hits; AID 743247;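 active = mean inhibition across replicates of 30% or more, regardless of how many single replicates reach that level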;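 note: positive control wells lacked labelled fibronectin entirely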
#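 Material: AH1F fibroblasts assembling fluorescent fibronectin matrix; amount: 10000 AH1F cells/well; medium: DMEM, 2% serum; reagent: Alexa488-fibronectin, 24 nM final in well; dosing: single compound dose, delivered by pin transfer; incubation: 1 h adhesion, overnight exposure; detection: fluorescence after three HBSS washes, excitation 485 nm, emission 525 nm; measure: fibronectin deposition inhibition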
# S100A4 MyoIIA = blocks human S100A4 binding to myosin IIA peptide; 360,000 compounds, 0.14% hits; inhibition, % at 10.7 µM; S100A4/TAMRA-MyoIIA peptide fluorescence polarization; P26447; AID 652163;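 active = mean inhibition of at least 70% across replicates, with every replicate also reaching that level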
# Target sequence (P26447 whole entry, looked up): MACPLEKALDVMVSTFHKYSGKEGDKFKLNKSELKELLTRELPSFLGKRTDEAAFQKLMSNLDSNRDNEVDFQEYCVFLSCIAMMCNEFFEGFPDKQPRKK
#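 Test system: S100A4 monomer protein. Medium: HEPES buffer with Ca2+, pH 7.2. Reagent: fluorescent myosin IIA peptide, 5 nM. Compound dosing: single-point compound testing. Timing: 5 min between mix addition and reading. Benchmarks: DMSO neutral and TFP positive wells.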
# EWS-Fli block = inhibitors of EWS/Fli oncoprotein transcriptional activity; inhibition, % at 12.6 µM; 350,000 compounds, 0.67% hits; AID 651661; A673 NR0B1-luciferase reporter, viability-normalised;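 active = mean inhibition of at least 50% after viability correction, with every replicate also passing that limit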;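 note: firefly luciferase signal divided by Alamar Blue viability fluorescence both relative to DMSO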
# LGR2 antag = Drosophila LGR2 receptor signaling inhibition; 380,000 compounds, 0.35% hits; inhibition, % at 9.99 µM; HEK293 LGR2, CRE-luciferase, bursicon-stimulated, 4 h;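 active = drop in luminescence signal, shown as inhibition above about 50% in the replicate tests, limit read from the data, passing the limit was not always enough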;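 note: agonist challenge used bursicon conditioned medium at about half maximal strength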
# PGC1a acetyl inh = modulators of PGC1a acetylation; U2OS PGC1a acetylation, AlphaScreen anti-acetyl-lysine; with virally co-expressed GCN5 acetyltransferase; inhibition, % at 15.6 µM; 350,000 compounds, 0.17% hits;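 active = every replicate shows inhibition of at least 40%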;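 note: 0% = neutral control wells and 100% = positive control wells; some results beyond the cut were filed as inactive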
# PglD inh = PglD (C. jejuni) enzyme inhibition; AID 602405; purified PglD enzyme, DTNB colorimetric CoA detection; 360,000 compounds, 0.098% hits; inhibition, % at 12.5 µM; in the data active = inhibition above about 16%, passing the limit was not always enough; note: strong numbers were not always called active
# ERAP1 inh = blocks human ERAP1 aminopeptidase activity. Q9NZ08. recombinant ERAP1, Leu-AMC fluorescence, 60 min. inhibition, % at 10.7 µM. 340,000 compounds, 0.15% hits;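 active = mean replicate inhibition of at least 30%, or all replicates individually reaching that 30% level; inactive = mean below 30% and not every replicate reaching it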;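 note: 0% = neutral control wells and 100% = L-leucinethiol positive control wells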
# * hit, by the source's call; nt = no result given; & = joins results of further samples.
# Each structure is followed by: PAX8 reporter, FN deposition inh, S100A4 MyoIIA, EWS-Fli block, LGR2 antag, PGC1a acetyl inh, PglD inh, ERAP1 inh
COC(=O)c1ccc(NC(=O)CCN2CCOCC2)cc1
→ -10, -3, 1, 3, nt, nt, -1, 1
Cc1nc(N2[C@H](C#N)[C@H](c3ccccc3)[C@H]2CO)sc1C
→ -14, -1, 12, -2, -3, -3, -3, -3
C[C@@H]1CN([C@@H](C)CO)C(=O)c2cc(NS(=O)(=O)c3ccc(F)cc3)ccc2O[C@@H](C)CCCCO[C@H]1CN(C)C(=O)c1ccccc1
→ -15, nt, -3, -1, 5, -7, -1, 0
O=C(COc1ccc(F)cc1)N(c1ccccn1)C1CCCCC1
→ -5, 7, nt, nt, 20, 9, 5, nt
CCCCCCC=C1CCC(CN2CCCC2)C1=O (stereo unspecified)
→ -6, 3, -1, -12, -9, nt, nt, 2
CCOC(=O)Cc1nnc(NC(=O)C(CC)Sc2nncn2C)s1 (stereo unspecified)
→ -2, 0, -2, 1, 19, 8, -3, -3
COc1ccc2[nH]cc(CCNC(=O)/C=C/[C@H]3O[C@@H](n4cnc5c(NC(=O)c6ccccc6)ncnc54)[C@H](O)[C@@H]3O)c2c1
→ -3, -12, 0, 8, 8, 1, -6, 2
NC(=O)CSc1nnc2ccc(-c3ccc(Cl)cc3)nn12
→ -19, 5, -1, -3, -7, 8, nt, 1
CCc1nc2c(OCCOc3ccc(F)cc3)cccn2c1N(C)C(=O)c1cccs1
→ 16, -5, -1, 3, 2, 15, 1, 2
O=C(O)Cn1nc(C(F)(F)F)c2c1CCCC2
→ -5, 1, 0, -2, -8, -6, nt, 8
COc1ccc(C(=O)CCN2CCCC(C)C2)cc1 (stereo unspecified)
→ 37, 7, -4, 11, -11, -19, -4, 0
CSCC[C@H](NC(=O)[C@@H]1CSC2c3ccccc3C(=O)N21)C(=O)N1CCC[C@H]1CO (stereo partly specified)
→ nt, nt, 1, -4, nt, 12, -3, 1
CCOC(=O)CSc1nc(-c2ccccc2)nc2ccc(C)cc12
→ -8, -4, -4, 13, -16, -13, nt, 1
Cc1ccc(C)c(Cn2nnc3c(=O)[nH]c(C4CCCN(C(=O)c5cccs5)C4)nc32)c1 (stereo unspecified)
→ 37, 5, -2, 7, 0, 7, -3, -3
O=C(NC(Nc1ccc(F)cc1)(C(F)(F)F)C(F)(F)F)c1cccnc1
→ -16, 0, -2, 6, 10, -1, 2, 1
CCOC(=O)N1CCN(C(=O)Cc2ccc(-n3c(=S)[nH]c4ccccc4c3=O)cc2)CC1
→ nt, nt, 1, 19, -16, 4, -1, 2
CCOC(=O)c1cc(-c2ccccc2)n(CCC(=O)N2CCN(c3ccc(OC)cc3)CC2)c1C
→ 22, 1, nt, nt, 19, 10, -3, nt
CNC(=O)C[C@H]1CC[C@H]2[C@@H](COc3ccc(NS(=O)(=O)c4ccc(F)cc4)cc3C(=O)N2C)O1
→ 3, 3, nt, 14, 4, -2, 3, nt
Cc1ccc(S(=O)(=O)Nc2ccc3c(c2)CC(=O)N([C@@H](C)CO)C[C@H](C)[C@H](CN(C)Cc2ccccc2)O3)cc1
→ -13, nt, 2, -6, 20, 0, 1, -6
COc1ccc2oc(C(=O)OC/C(O)=C(\C#N)c3nc4ccccc4[nH]3)c(C)c2c1
→ 9, 13, -2, 16, 0, 1, 8, -4
c1ccc(Cn2nnc3c(N4CCN(Cc5ccc6c(c5)OCO6)CC4)ncnc32)cc1
→ nt, -6, nt, nt, 25, -13, -8, nt
CCS(=O)(=O)Nc1cccc(-c2nc3cccnc3s2)c1C
→ -71, 4, -3, -29, -17, nt, -2, 1
CCn1cc(Br)c(C(=O)Nc2ccc(Cl)cc2Cl)n1
→ nt, nt, 0, nt, -29, nt, 3, 0
COc1ccc(C(CNC(=O)c2ccc(S(=O)(=O)Nc3ccccc3C)cc2)N2CCOCC2)cc1 (stereo unspecified)
→ 23, 1, -2, 6, 3, nt, 10, -3
O=C(O/N=C1\CCCc2ccccc21)c1ccc(F)cc1
→ -14, -10, 2, nt, -32, 9, -4, 3
Cc1ccc(S(=O)(=O)/N=C(\N)c2ccc(F)cc2)cc1
→ 3, 2, 5, 0, 2, -3, -7, 3
CCc1ccc(S(=O)(=O)Nc2cc3c(cc2N2CCOCC2)n(C)c(=O)c(=O)n3C)cc1
→ -4, 14, -4, nt, -4, -7, 4, 1
O=C(NCc1ccc(F)cc1)[C@H]1[C@H](CO)[C@H]2Cn3c(cccc3=O)[C@@H]1N2
→ -2, nt, -22, 9, 0, nt, 0, 2
CC1CC(C)CN(C(=O)COC(=O)c2ccc(N3CCCC3=O)cc2)C1 (stereo unspecified)
→ -7, -3, 49, -5, -8, -1, -6, -1
Cc1cccc(CCNC(=O)CCCOc2cc(=O)n(C)c3ccccc23)c1
→ -7, -1, 3, 14, 5, -3, nt, -1

# Overlap with the part before: 2 entries, followed by the next part.
# Each structure is followed by: PAX8 reporter, FN deposition inh, S100A4 MyoIIA, EWS-Fli block, LGR2 antag, PGC1a acetyl inh, PglD inh, ERAP1 inh
CC1CC(C)CN(C(=O)COC(=O)c2ccc(N3CCCC3=O)cc2)C1 (stereo unspecified)
→ -7, -3, 49, -5, -8, -1, -6, -1
Cc1cccc(CCNC(=O)CCCOc2cc(=O)n(C)c3ccccc23)c1
→ -7, -1, 3, 14, 5, -3, nt, -1
COc1ccccc1NC(=O)c1ccccc1NC(=O)c1ccccc1C(=O)O
→ -11, 10, -4, -1, -12, nt, 2, 1
C[C@@H]1CN([C@@H](C)CO)C(=O)CCCn2nncc2CO[C@H]1CN(C)Cc1ccc2c(c1)OCCN2C
→ -2&-1, 1, 53, -1&-5, 23, -1&3, 8, 1
CCN1CCN(c2ccc(S(=O)(=O)N3CCCCC3)cc2NC(=O)c2cccc(F)c2)CC1
→ -1, 5, -1, 6, -5, nt, nt, 2
CCOc1cccc(CN2CCN(CCc3ccccc3)C(CCO)C2)c1O (stereo unspecified)
→ 26, -13, 4, 11, 2, -4, nt, -2
CNC[C@H]1Oc2ncc(C#CCC3CCCC3)cc2C(=O)N([C@@H](C)CO)C[C@H]1C
→ nt, nt, -17, -3, 12, -3, -1, 1
CS(=O)(=O)Nc1ccc2c(c1)[C@H]1C[C@@H](CC(=O)NCc3ccccc3F)O[C@@H](CO)[C@H]1O2
→ nt, -2, 8, 0, 0, -9, 0, 0
CCOC(=O)[C@@H]1CSCCS(=O)(=O)N1Cc1ccccc1Br
→ 11, -12, 0, -9, 1, -13, 4, 3
Nc1ccn([C@@H]2O[C@H](CNCc3ccc(-c4cc(C(F)(F)F)ccc4Cl)o3)[C@@H](O)[C@H]2O)c(=O)n1
→ -4, 2, -1, 10, 3, nt, -2, 4
CCc1c(C(=O)NNC(=O)Nc2ccc3c(c2)OCO3)csc1C
→ 9, -10, -19, nt, -12, nt, 1, 2
Cc1ccc(S(=O)(=O)N(C)c2ccccc2)cc1
→ -14, 7, nt, nt, nt, -5, -3, nt
O=C(Nc1cccc(OC(F)(F)F)c1)C1Cc2c(-c3ccco3)ccnc2O1 (stereo unspecified)
→ 14, 15, -4, -3, -6, 2, -4, 2
O=C(NCc1ccco1)c1cccc2c(-c3ccc(F)c(F)c3)coc12
→ -71, 3, 1, -31, -37, -18, 4, -6
CCC(=O)Nc1ccc(S(=O)(=O)NC[C@H]2O[C@@H](n3cc(C)c(=O)[nH]c3=O)C[C@@H]2O)cc1
→ -13, -14, 19, -1, 6, 1, 0, -2
CC12CCC(=O)N1C(C(=O)Nc1ccccc1N1CCCC1)CS2 (stereo unspecified)
→ -4, -1, -3, 7, -11, -9, 1, 0
Cc1ccc(NC(=O)CSc2nncn2-c2ccccn2)cc1Cl
→ 7, -3, 0, -12, -23, nt, -4, -4
Cc1ccc(S(=O)(=O)N2CCC(C(=O)Nc3ncccc3O)CC2)cc1
→ 1, -1, -2, 4, -2, nt, 4, -1
CSc1ccc(/C=N/S(=O)(=O)c2ccccc2)cc1
→ -18, 3, -5, 0, -9, 3, 2, -2
CC(C)c1cc(C(=O)N2CCCC(CCC(=O)NCc3ccccc3F)C2)n(C)n1 (stereo unspecified)
→ 21, -9, 8, 7, 26, -2, -6, -3
CCOC(=O)N1CCC(N(CCN(C)C)C(=S)Nc2ccc(OCC)cc2)CC1
→ 7, 2, -9, 12, -1, nt, nt, -1
O=C(CSc1nnc(CNC(=O)c2ccccc2)o1)NCc1ccccc1Cl
→ -13, -3, -5, nt, 19, nt, 2, -3
C[C@H]1CN([C@@H](C)CO)C(=O)c2cccc(NC(=O)Nc3ccccc3)c2O[C@H]1CN(C)Cc1ccc2c(c1)OCO2
→ 4, nt, -3, -2, -2, -3, 5, -3
CN1C(=O)c2ccccc2N(C)C1c1ccccc1Cl (stereo unspecified)
→ 11, -11, -1, 11, 3, nt, nt, -23

# Five compounds from above, arranged by molar mass, falling.
# Each structure is followed by: PAX8 reporter, FN deposition inh, S100A4 MyoIIA, EWS-Fli block, LGR2 antag, PGC1a acetyl inh, PglD inh, ERAP1 inh
CCC(=O)Nc1ccc(S(=O)(=O)NC[C@H]2O[C@@H](n3cc(C)c(=O)[nH]c3=O)C[C@@H]2O)cc1
→ -13, -14, 19, -1, 6, 1, 0, -2
O=C(CSc1nnc(CNC(=O)c2ccccc2)o1)NCc1ccccc1Cl
→ -13, -3, -5, nt, 19, nt, 2, -3
CNC[C@H]1Oc2ncc(C#CCC3CCCC3)cc2C(=O)N([C@@H](C)CO)C[C@H]1C
→ nt, nt, -17, -3, 12, -3, -1, 1
CCc1c(C(=O)NNC(=O)Nc2ccc3c(c2)OCO3)csc1C
→ 9, -10, -19, nt, -12, nt, 1, 2
CC12CCC(=O)N1C(C(=O)Nc1ccccc1N1CCCC1)CS2 (stereo unspecified)
→ -4, -1, -3, 7, -11, -9, 1, 0
